Screening results as filed in PubChem BioAssay.
ELG1 DNA repair: ELG1-dependent DNA repair inhibition; HEK293T ELG1-luciferase reporter, luminescence, 16 h; DNA damage induced by 5-fluorouridine; Potency, µM (series often up to 46.1 µM), for inactives: top-dose activity change, negative = inhibition, usual class: inhibitors; 330,000 compounds, 2.3% hits; AID 504467; note: potency is the fitted concentration of half-maximal effect; % is set by controls: 0 for no effect and ±100 for the full control effect; nearly all actives have a fitted effect of over 55% in size
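Overnight (16 hr) co-exposure of 2,000 cells/well to 5-fluorouridine and compound at 37 °C preceded detection. Luciferase was quantified via ONE-Glo luminescence; loss of signal denotes inhibition.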
TRPV1 agonist: human TRPV1 agonism. 320,000 compounds, 0.19% hits. activation, % at 8.33 µM. TRPV1-expressing cells, Fluo-8 calcium influx, agonist mode. AID 540275. Q8NER1; in the data active = activation above about 80%; inconclusive = between about 30% and that limit; note: 0% is about no effect
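Fluo-8 calcium influx in TRPV1-expressing cells, kinetic read (ex 480/em 520 nm). Compound added and read 3 min for agonist activity, followed by capsaicin at EC20 final and 2 min further read for enhancement.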
ELG1 genotoxic: genotoxicity induction in ELG1-luciferase HEK293T cells | HEK293T ELG1-luciferase reporter, luminescence, 16 h | Potency, µM (highest dose often 46 µM), for the others: top-dose activity change, positive = activation, usual class: activators | 330,000 compounds, 1.3% hits | AID 504466; note: potency is the fitted concentration of half-maximal effect; % of control where 0% means no effect; nearly all actives have a fitted effect of over 60% in size
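Quantitative HTS format in 1536-well plates. HEK293T ELG1-luciferase reporter cells receive test compound and are incubated 16 hr at 37 °C, 5% CO2; ONE-Glo added, 30 min room temperature, then luminescence read.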
p53 reactivator: restores transcriptional activity of mutant p53 | 320,000 compounds, 0.063% hits | Potency, µM (highest dose often 92.2 µM), without a hit: at the top dose activity change, positive = activation, hits mostly activators | AID 504706 | H1299 p53-A138V BP100-luciferase reporter, luminescence, 24 h; note: potency is the fitted concentration of half-maximal effect; % of control where 0% means no effect; nearly all actives have a fitted effect of over 45% in size
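H1299 (p53-null), stable ts p53-A138V + BP100-Luc; 1000 cells/well, Opti-MEM/10% FBS; cpd 4 pt, 1:5; 24 h, 37 deg C, 5% CO2; detection reagent 10 min RT; luminescence.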
RORgamma inh: inhibitors of mouse ROR gamma transcriptional activity. P51450. Drosophila S2 Gal4-RORgamma UAS-luciferase reporter, 20 h. Potency, µM (series often up to 53.6 µM), for inactives: at the highest dose activity change, negative = inhibition, hits mostly inhibitors. 310,000 compounds, 5.4% hits. AID 2551; note: potency is the fitted concentration of half-maximal effect; % is set by controls: 0 for no effect and ±100 for the full control effect; nearly all actives have a fitted effect of over 60% in size
Target sequence (P51450 whole entry, looked up, the tested form may be a part): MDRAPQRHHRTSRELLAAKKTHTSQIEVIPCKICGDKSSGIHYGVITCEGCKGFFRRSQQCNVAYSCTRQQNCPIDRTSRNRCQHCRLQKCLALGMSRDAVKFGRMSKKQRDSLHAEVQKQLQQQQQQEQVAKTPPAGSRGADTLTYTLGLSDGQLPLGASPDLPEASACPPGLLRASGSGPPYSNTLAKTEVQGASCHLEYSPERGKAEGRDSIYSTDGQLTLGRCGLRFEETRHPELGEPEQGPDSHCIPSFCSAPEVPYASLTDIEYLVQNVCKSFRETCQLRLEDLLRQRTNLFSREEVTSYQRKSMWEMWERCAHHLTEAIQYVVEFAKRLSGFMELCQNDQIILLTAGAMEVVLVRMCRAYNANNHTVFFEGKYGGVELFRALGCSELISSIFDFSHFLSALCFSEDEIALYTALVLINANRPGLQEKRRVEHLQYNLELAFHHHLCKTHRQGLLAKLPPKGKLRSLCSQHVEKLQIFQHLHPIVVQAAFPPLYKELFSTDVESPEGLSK
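Luciferase reporter read in Schneider cells carrying Gal4-RORγ (mouse) and UAS-Photinus luciferase; cells given compound 1 h before 700 uM copper sulfate induction, then incubated 20 h at ambient temperature.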
Gal4-VP16 FLuc: counter-screen for ROR gamma inhibitors: Gal4-VP16 reporter | Drosophila S2 Gal4-VP16 UAS-luciferase, luminescence, 20 h | Potency, µM (highest dose often 53.6 µM), inactives show at the highest dose activity, negative = inhibition, usual class: inhibitors | 310,000 compounds, 3.5% hits;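 note: Gal4-VP16 expression switched on by copper sulfate through the metallothionein promoter; potency is the fitted concentration of half-maximal effect; % is set by controls: 0 for no effect and ±100 for the full control effect; nearly all actives have a fitted effect of over 50% in size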
Tb PFK block: blocks T. brucei phosphofructokinase; O15648; T. brucei PFK, ADP-Glo luminescence; Potency, µM (highest dose often 57.5 µM), for inactives: at the top dose activity, negative = inhibition, usual class: inhibitors; AID 485367; 330,000 compounds, 0.17% hits;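 note: potency is the fitted concentration of half-maximal effect; 0% = uninhibited 1x PFK enzyme wells and -100% = no-enzyme wells; nearly all actives have a fitted effect of over 60% in size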
Target sequence (O15648 whole entry, looked up): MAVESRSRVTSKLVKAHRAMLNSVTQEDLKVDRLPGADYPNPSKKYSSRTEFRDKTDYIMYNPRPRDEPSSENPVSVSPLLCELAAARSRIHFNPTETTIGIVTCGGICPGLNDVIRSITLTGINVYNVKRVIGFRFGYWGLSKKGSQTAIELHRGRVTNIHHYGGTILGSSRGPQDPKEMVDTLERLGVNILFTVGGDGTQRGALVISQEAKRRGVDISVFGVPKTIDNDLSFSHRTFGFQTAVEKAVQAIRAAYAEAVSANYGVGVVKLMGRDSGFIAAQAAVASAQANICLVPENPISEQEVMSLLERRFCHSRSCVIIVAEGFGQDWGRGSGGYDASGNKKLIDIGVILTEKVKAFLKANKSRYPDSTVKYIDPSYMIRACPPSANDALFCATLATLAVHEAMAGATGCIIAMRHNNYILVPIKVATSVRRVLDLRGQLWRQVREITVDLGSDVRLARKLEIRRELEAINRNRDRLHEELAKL
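In TEA buffer at pH 8.0 with 5 mM MgCl2, enzyme (1.25 nM) converted F6P (0.5 mM) and ATP (0.1 mM) for 45 min at room temperature. ADP product was read by luciferase luminescence.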
BRCA1 expr act: BRCA1 expression activation | MCF7-BRCA1-FFLuc reporter, luminescence, 48 h; response scale: scaled: vehicle 0%, 10 µM genistein 100% | Potency, µM (top dose mostly 46.1 µM), inactives show at the highest dose activation, actives largely listed as activators | 380,000 compounds, 1.1% hits | AID 624202; note: potency is the fitted concentration of half-maximal effect; nearly all actives have a fitted effect of over 80% in size; some results filed as inactive show a strong effect at the top dose
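Cells: MCF7-BRCA1-FFLuc, 2000/well. Exposure: 48 h, 37 °C, 5% CO2. Read: luminescence, 15 min post-substrate. Controls: genistein 10 microM (maximal activation), DMSO (neutral).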
FLuc counter: firefly luciferase modulation, counter-screen for miR-21 project; 360,000 compounds, 6.9% hits; Potency, µM (highest dose often 57.5 µM), inactives show at the top dose activity change, negative = inhibition, hits mostly inhibitors; purified FLuc, Km substrates, luminescence inhibition;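 note: potency is the fitted concentration of half-maximal effect; plate controls were vehicle for no effect and reference inhibitor for full effect; nearly all actives have a fitted effect of over 55% in size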
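Purified P. pyralis luciferase (10nM final) with 10uM D-luciferin and 10uM ATP (Km levels) in 50mM Tris acetate pH 7.5, 10mM Mg acetate, 0.01% Tween-20, 0.05% BSA; qHTS 6-point titration, ~60 µM downward; luminescence read.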
Rab9 prom act: activates the Rab9 promoter. 320,000 compounds, 2.8% hits. AID 485297. Huh7 Rab9 promoter-luciferase reporter, luminescence, 24 h. Potency, µM (highest dose often 9.22 µM), for the others: at the highest dose activation, negative = inhibition, actives largely listed as activators; note: potency is the fitted concentration of half-maximal effect; % of control where 0% means no effect; nearly all actives have a fitted effect of over 60% in size
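Promoter activation is measured as luciferase luminescence in Huh7 cells stably transfected with a Rab9 promoter–luciferase construct, following 24 h compound exposure at 37 °C and 10 min reagent incubation at ambient temperature.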
NPC1 promoter act: NPC1 promoter activation; Potency, µM (top dose mostly 9.22 µM), for inactives: at the highest dose activation, hits mostly activators; 320,000 compounds, 2.4% hits; Huh7 NPC1 promoter luciferase reporter, 24 h;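 note: potency is the fitted concentration of half-maximal effect; % of control where 0% means no effect; nearly all actives have a fitted effect of over 60% in size; reporter is driven by a mutant NPC1 promoter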
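Huh7 cells stably carrying NPC1 promoter–luciferase, plated in Opti-MEM with 10% FBS for 2 h, were exposed to compound in DMSO for 24 h at 37 °C; luciferase reagent was added for 10 min and luminescence read.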
* = called active by the depositor; u = inconclusive; x = not tested or not shown; [ ] = remark or other dose. Unless noted, calls come from the whole dose curve; as a rule, active = well fitted curve in the direction sought with a large enough effect; inconclusive = small, poorly fitted or top-dose-only effect, or another doubt; inactive = no such curve, though single readings can be large; an effect the other way counts as inactive or inconclusive.

Results follow in this order: ELG1 genotoxic | TRPV1 agonist | Gal4-VP16 FLuc | p53 reactivator | ELG1 DNA repair | NPC1 promoter act | Rab9 prom act | BRCA1 expr act | Tb PFK block | FLuc counter | RORgamma inh
- CC(C)OP(=O)(OC(C)C)C(Nc1ccccn1)c1ccc(F)cc1 (centres undefined)
  2% | 11 | 8% | 1% | 6% | -3% | -4% | -23% | 1% | 1% | -8%
- Cc1ccc(SCC(=O)OCC(=O)NC2CCCCCCC2)cc1
  8% | u | x | 3% | 8% | -1% | -4% | -11% | 0% | 4% | x
- O=C(N/N=C/c1ccoc1)c1ccc(Cl)cc1
  6% | 0 | u | 5% | 7% | 1% | 4% | 36% | -9% | u | u
- COc1ccc(NC(=O)CCNC(=O)Cn2cnc3sc4c(c3c2=O)CCCC4)cc1OC
  3% | 0 | -3% | -7% | u | -1% | 1% | 2% | -1% | 3% | 7%
- CCN(C(=O)c1cn(C)c(=O)c2cc(OC)c(OC)cc12)c1ccccc1C
  -17% | 0 | -2%[0.365 µM] | -6% | -25% | 1% | -2% | -9% | 0% | -1% | -27%
- CCNC(=S)NC1CC2CCCC(C1)N2CCc1ccccc1 (centres undefined)
  -7% | 0 | -2% | 18% | u | -11% | 0% | -28% | 3% | 0% | -24%
- Cc1ccc(NC(=O)c2sc3ncn(CC(=O)N4CCN(c5ccccn5)CC4)c(=O)c3c2C)cc1F
  -5% | 3 | -6% | -4% | -3% | -5% | -2% | -10% | 1% | u | -3%
- CSc1ncccc1C(=O)OCC(=O)N(CC(C)C)c1c(N)n(Cc2ccccc2)c(=O)[nH]c1=O
  1% | 0 | -7% | 20% | -12% | 2% | -2% | -6% | -2% | 4% | -8%
- COc1cc(NC(=O)c2ccco2)ccc1NC(=O)C(C)C
  -2% | 1 | -9% | 1% | 9% | 0% | 16% | 1% | 2% | -6% | 18%
- CC(C)Oc1ccc(C(=O)Nc2ccc([N+](=O)[O-])cc2)cc1
  u | u | 0% | 1% | 5% | u | u | u | 0% | u | 6%
- Cc1cccc(NC2=C/C(=N/S(=O)(=O)c3cccs3)c3ccccc3C2=O)c1
  -10% | -4 | -3% | 10% | 4.1µM* | -42%[inhibitor] | -35%[inhibitor] | -89% | 0% | -21% | 1%
- CCOC(=O)/C=C1\SCC(=O)N1CC(=O)Nc1ccc2c(c1)CCC2
  -1% | -3 | 1% | -6% | -1% | 0% | -2% | -1% | -1% | u | 9%
- O=C(CCN1C(=O)S/C(=C\C=C\c2ccccc2)C1=O)Nc1ccc(O)cc1
  13µM* | u | -9% | u | u | 3.5µM* | 3.5µM* | u | 0% | u | -42%
- CON(C)S(=O)(=O)c1cccc(C(=O)Oc2ccc(N(C)S(=O)(=O)c3ccccc3)cc2)c1
  -4% | -2 | -7% | -4% | 0% | -6% | 2% | 0% | -6% | -1% | 23%
- CCN(CC(=O)NCc1ccc(Cl)cc1)C(=O)COc1cccc(Cl)c1
  1% | u | x | 12% | -1% | -3% | -6% | -13% | -8% | 5% | x
- Cc1ccc(-c2n[nH]c(=O)c3ccccc23)cc1S(=O)(=O)Nc1ccc(F)cc1
  -4% | 2 | -4% | 2% | u | -2% | -5% | -30% | 4% | 4% | u
- CN1CCN(c2nc(-c3ccccc3)ncc2S(C)(=O)=O)CC1
  3% | -1 | 7% | 1% | 5% | 1% | 3% | 3% | 1% | -1% | -1%
- CCOC(=O)c1cc2c(=O)n3ccccc3nc2n(CCOC)c1=NC(=O)c1ccncc1
  -12% | -13 | -12% | -17% | u | -3% | 4% | -1% | -6% | 0% | -11%
- COc1ccc(CCNC(=O)c2cc(-c3cccs3)on2)cc1OC
  8% | 5 | -3% | -6% | u | 0% | 22% | -47% | -1% | 1% | -3%
- CCOC(=O)C1CCCN(C(=O)c2ccc(CNc3c(N4CCC(C)CC4)c(=O)c3=O)cc2)C1 (centres undefined)
  0% | -2 | -2% | -4% | -13% | 1% | 1% | 2% | 0% | 6% | 33%

One compound at a time, from the list above. Screens in order: ELG1 genotoxic | TRPV1 agonist | Gal4-VP16 FLuc | p53 reactivator | ELG1 DNA repair | NPC1 promoter act | Rab9 prom act | BRCA1 expr act | Tb PFK block | FLuc counter | RORgamma inh
Cc1ccc(-c2n[nH]c(=O)c3ccccc23)cc1S(=O)(=O)Nc1ccc(F)cc1 is listed with -4% | 2 | -4% | 2% | u | -2% | -5% | -30% | 4% | 4% | u
O=C(N/N=C/c1ccoc1)c1ccc(Cl)cc1 is listed with 6% | 0 | u | 5% | 7% | 1% | 4% | 36% | -9% | u | u
CON(C)S(=O)(=O)c1cccc(C(=O)Oc2ccc(N(C)S(=O)(=O)c3ccccc3)cc2)c1 is listed with -4% | -2 | -7% | -4% | 0% | -6% | 2% | 0% | -6% | -1% | 23%

Carrying on.
Results follow in this order: ELG1 genotoxic | TRPV1 agonist | Gal4-VP16 FLuc | p53 reactivator | ELG1 DNA repair | NPC1 promoter act | Rab9 prom act | BRCA1 expr act | Tb PFK block | FLuc counter | RORgamma inh
- Cc1ccc(NC(=O)c2ccc(CNc3c(N4CCOCC4)c(=O)c3=O)cc2)cc1
  1% | -2 | 0% | 1% | 16% | 1% | 3% | 1% | 0% | 15µM* | -22%
- CCc1nn(C(CC)C(=O)NCc2cccs2)c(=O)c2cc3occc3n12 (centres undefined)
  2% | 2 | 18% | -5% | -7% | 0% | -7% | 2% | 0% | 0% | 22%
- COc1ccc(CCN2C(=O)C(Oc3ccccc3C)C2c2ccc3c(c2)OCO3)cc1OC (centres undefined)
  -11% | 1 | u | 0% | u | -6% | 2% | -37% | 2% | -2% | -38%
- Cc1cc(C)c(S(=O)(=O)N2CCOC2CNC(=O)C(=O)NCc2ccncc2)c(C)c1 (centres undefined)
  -1% | -3 | 10% | -3% | -9% | -3% | 1% | -20% | -17% | 3% | -44%
- CC(=O)Nc1cccc(OCC(O)Cn2cnc3ccccc32)c1 (centres undefined)
  1% | 1 | x | -15% | 9% | 1% | -1% | -1% | -12% | 2% | 24%[0.365 µM]
- Cc1sc(NC(=O)CSc2nnnn2C)c(C#N)c1C
  1% | 1 | -14% | -1% | 5% | -1% | -2% | -20% | -1% | u | 1%
- CC(=O)N1CCN(CC(=O)Nc2cc(S(=O)(=O)N3CCCCC3)ccc2C)CC1
  2% | x | x | 4% | u | x | x | -13% | -2% | x | x
- COc1ccc(/C=C2\C(=O)N(c3c(Cl)cc(Cl)cc3Cl)N=C2NC(=O)c2cccc([N+](=O)[O-])c2)cc1
  5% | -6 | -7% | 3% | u | 1% | -8% | 2% | 4% | -18% | 41%[10 µM]
- Cc1ccc(S(=O)(=O)N(C)C)cc1NS(=O)(=O)c1ccc(Cl)s1
  -2% | -4 | -17% | -9% | -13% | 0% | 2% | 3% | -2% | 3% | 17%
- O=C(CNC(=O)c1ccccc1F)NC1CCN(Cc2ccccc2)CC1
  0% | -1 | -8% | -1% | 5% | 1% | 0% | -10% | -4% | -3% | -3%
- CCc1ccc(CN2CCC(n3nccc3NC(=O)c3ccccc3)CC2)o1
  1% | 4 | -16% | 8% | 8% | 2% | -1% | 0% | 8% | -1% | -41%
- O=C(Cn1cnc2ccccc21)N/N=C/c1ccccc1[N+](=O)[O-]
  1% | -5 | -23% | 6% | -4% | 5% | 0% | -2% | -9% | 2% | 35%
- CCc1ccc(NC(=O)c2noc3c2CCc2ccccc2-3)cc1
  u | 0 | 6% | 26% | u | 23% | u | 58% | 1% | 11µM* | 24%
- O=C(COC(=O)c1ccccc1F)Nc1cccnc1Cl
  0% | 1 | 8% | 3% | 0% | -1% | 5% | 6% | -2% | -11% | 2%

Arranged by value in BRCA1 expr act (lowest first): 4 of the compounds above.
compound	TRPV1 agonist	p53 reactivator	NPC1 promoter act	Rab9 prom act	BRCA1 expr act	Tb PFK block	RORgamma inh
Cc1ccc(SCC(=O)OCC(=O)NC2CCCCCCC2)cc1	u	3%	-1%	-4%	-11%	0%	x
CCN(C(=O)c1cn(C)c(=O)c2cc(OC)c(OC)cc12)c1ccccc1C	0	-6%	1%	-2%	-9%	0%	-27%
CCOC(=O)c1cc2c(=O)n3ccccc3nc2n(CCOC)c1=NC(=O)c1ccncc1	-13	-17%	-3%	4%	-1%	-6%	-11%
COc1cc(NC(=O)c2ccco2)ccc1NC(=O)C(C)C	1	1%	0%	16%	1%	2%	18%

Rows were taken by chance. About 15% of those tested had a hit in this group.
